Compound activity deposited in PubChem by University of Kansas High Throughput Screening Laboratory.
Pf apPOL inh: Pf-apPOL DNA polymerase inhibition | AID 1794808 | inhibition, % at 10 µM | actives 0.25% (n = 210,000) | Recombinant Pf-apPOL, molecular beacon fluorescence, 1.5 h
mHTT CaM bind: inhibitors of human mutant huntingtin-calmodulin interaction. P42858. AlphaScreen His-mHTT/GST-CaM binding, luminescence. inhibition, % at 15 µM. actives 3.6% (n = 190,000). AID 1671202;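 note: 0% = both proteins with DMSO and 100% = one protein alone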
An asterisk follows results filed as active; . = not tested or not shown; & = joins results of further samples. Cut-off read from the data, not from the text of the source: active = inhibition above about 50%; inactive = the rest.

SMILES	Pf apPOL inh	mHTT CaM bind
CN(C)c1ccc(/C=C2/N=C(c3ccc(F)cc3)OC2=O)cc1	-1.9	6.0
Cc1ccccc1-n1nc2c(c1NC(=O)c1ccccc1[N+](=O)[O-])CS(=O)(=O)C2	-2.0	2.0
CCc1noc(-c2cccnc2N2CCCN(Cc3ccccc3)CC2)n1	2.3	-19.6
CCc1ccc(OCCN2CCCC(C)C2)cc1 (configuration not stated)	-6.5	-0.7
Cn1nc([N+](=O)[O-])nc1Sc1ccc(C(C)(C)C)cc1	0.4&-12.1	-9.0&1.9
O=C(Nc1c2c(nn1-c1ccc(Cl)cc1)CS(=O)(=O)C2)c1cc([N+](=O)[O-])ccc1Cl	-0.9	0.0
O=S(=O)(c1ccc(C2CCCCC2)cc1)N1CCC(CN2CCCCC2)CC1	-4.9	2.7
CC(=O)n1c2ccccc2c2[nH]c3c(c21)CCCC3	2.3	15.5
O=S(=O)(c1ccccc1)N1N=C(c2ccccc2)CC1c1ccccc1Cl (configuration not stated)	1.3	2.0
O=C1OC(c2ccc(Br)cc2)=N/C1=C\c1coc2ccccc2c1=O	-1.3	0.0
O=C(c1ccc2c(c1)OCO2)N1CCCC1c1ccc(Cl)cc1 (configuration not stated)	-9.7	3.2
OC(COc1ccc(F)cc1)CN1CCN(c2cccc(Cl)c2)CC1 (configuration not stated)	-2.5	80.7*
CCOC(=O)CNC(=O)N1CCc2nc(-c3ccccc3)ncc2C1	-2.8	-13.3
COc1ccc(C2C(C(=O)Nc3ncccc3C)c3ccccc3C(=O)N2C)cc1 (configuration not stated)	2.1	3.0
Cc1ccc(N2C(=O)CC(Sc3nc(C)cc(C)c3C#N)C2=O)cc1 (configuration not stated)	1.8	22.0
COc1ccc(-c2ccc(/C=C/c3cc(C(F)(F)F)[nH]c(=O)n3)o2)cc1Cl	7.2	99.0*
O=S(=O)(c1ccc(Cl)cc1)N1CCC(c2noc(-c3cccc(F)c3)n2)CC1	-4.5	-3.7
Cc1csc(-c2cc(S(=O)(=O)NC(C)C)c(C)n2C)n1	4.2	-2.0
NC(=O)CSc1nc2ccc(Br)cc2[nH]1	-3.5	9.0
CCc1ccccc1NC(=O)C1CCN(c2nccc(C)n2)CC1	-3.3	-9.4
O=C1c2ccccc2NC(/C=C/c2ccccc2)N1c1ccccc1 (configuration not stated)	0.7	1.0
Cc1ccc(-c2nc3s/c(=C\c4ccco4)c(=O)n3n2)cc1	-4.0	3.0
CC1C(=O)N(c2ccccc2)CCN1C(=O)c1ccc(F)cc1 (configuration not stated)	-0.5	0.5
O=C(Nc1ccc(Cl)c(Cl)c1)NN1CCOCC1	-0.1	5.7
O=C(NCc1nnc2n1CCCC2)c1ccc2ncccc2c1	1.2	-0.6
CCN1c2ccccc2C(=O)NC12CCN(C(=O)NCc1ccc(C)cc1)CC2	-3.4	-4.1
COc1ccc(Br)cc1C(=O)Nc1cccc(NC(=O)c2ccco2)c1	0.0	7.0
O=S(=O)(CCc1ccccc1)NCCc1ccsc1	-13.1	-12.0
Cc1cc(OCC(=O)NCc2ccccc2Cl)nc(N2CCCC(C)C2)n1 (configuration not stated)	-0.7	-5.4
Cc1ccccc1NC(=O)CCC1CCCCC1	-2.4	1.2
Cn1cc(CCN2CCC(C(=O)N3CCCC3)CC2)c2cccnc21	-1.1	2.9
O=C(NCCCN=C1NS(=O)(=O)c2ccccc21)c1ccc(Cl)cc1	7.8	-6.9
CN(C)c1ccc(/C=C/c2cc(=O)[nH]c(=O)[nH]2)cc1	5.6	3.8
c1ccc2c(c1)nc(N1CCCC1)n2CCN1CCCCC1	-11.5	3.5
CC(=O)Nc1ccc(-c2noc(C3CCCN(C(=O)c4ccc(C)s4)C3)n2)cc1 (configuration not stated)	-1.9	1.6
CCc1ccc(S(=O)(=O)NCC2CCN(C(=O)Nc3ccccc3OC)CC2)s1	13.2	-9.5
COc1ccc(C=C2SC(=S)N(CC(=O)NC3CCCC3)C2=O)cc1OC	-3.6	-3.9
COCCNC(=O)c1ccccc1CN1C(=O)C2CCCN2C(=O)c2ccccc21 (configuration not stated)	0.9	-9.8
CC(=O)NCCc1csc(C2CCCN(C(=O)c3ccc(C)c(C)c3)C2)n1 (configuration not stated)	0.8	10.5
CC1(C)OC2OC(C(=O)Oc3ccccc3)C3OC(C)(C)OC3C2O1 (configuration not stated)	0.6	-3.3
Cc1cc(C)cc(C(=O)N2CCc3nc(-c4ccccc4)ncc3C2)c1	-1.3	1.8
Cc1ccccc1NC(=O)C1(N(Cc2ccccc2)C(=O)Cn2nnnc2N)CCCCC1	-0.1	19.0
O=C(c1ccncc1)N1CCN(c2[nH]ncc2-c2ccncc2)CC1	-1.3	-0.5
CCOc1ccc2nc(Nc3nc(C)c(C)c(=O)[nH]3)nc(C)c2c1	-44.6	10.3
N#Cc1ccc(C(=O)N2CCC(COc3ccc(C(=O)N4CCCC4)cc3)CC2)cc1	-1.8	3.6
CSc1cccc(NC(=O)C(=O)Nc2ccc3c(c2)OCO3)c1	-8.5	-4.6
Cc1ccccc1N1CC(C(=O)Nc2ccc(F)cc2)CC1=O (configuration not stated)	1.5&0.0	-0.8&1.0
CC(C)(C)OC(=O)N1CCCC(C(=O)Nc2ccc(C(=O)NCCc3ccccc3)cc2)C1 (configuration not stated)	-2.1	3.5
CCS(=O)(=O)N1CCC(n2cnc3ccc(F)cc3c2=O)CC1	0.6	-4.5
Cc1cc2n(CCN3CCOCC3)c3ccccc3n2n1	-4.1	1.6
(next part)
SMILES	Pf apPOL inh	mHTT CaM bind
O=C(CC(c1ccccc1)c1ccccc1)NCc1cccs1	0.6	-7.5
Cc1ccc(-c2c(C(=O)NCC3CCCO3)nc3ccccn23)cc1 (configuration not stated)	-2.4	-11.0
COc1ccc(N2CCN(C(=O)C3CCCN(c4nnc5ccccn45)C3)CC2)cc1 (configuration not stated)	-6.7	12.4
COC(=O)COc1ccc2c(C)c(-c3ccc(OC)cc3OC)c(=O)oc2c1	-7.5	3.7
N#Cc1cccc(S(=O)(=O)N2CCC3(C2)C(=O)Nc2ccccc23)c1 (configuration not stated)	-3.1	1.3
COc1cc2c(c(OC)c1OC)-c1ccc(OC)c(=O)cc1[C@@H](NC(C)=O)CC2	-5.7	.
CNC(=O)N1CCCC(c2cccc(C(=O)N3CCN(c4ccc(Cl)cc4)CC3)c2)C1 (configuration not stated)	-4.2	40.7
COc1cc(CNc2ccc(F)cc2)ccc1OCc1ccccc1	-5.5	55.7*
Cc1ccnc(NC(=O)CCNC(=O)Cn2ccc3ccccc3c2=O)c1	-7.3	3.0
Cc1nn2c(=O)/c(=C/c3ccc(OCc4ccccc4)cc3)sc2nc1=O	5.1	2.0
CCOc1cccc2c1OC(c1ccc(OC)c(OC)c1)N1N=C(c3ccco3)CC21 (configuration not stated)	-19.3	45.0
COc1ccc(C(=O)Nc2ccccc2F)cc1Br	-0.9	-7.4
COc1ccc(NC(=O)N2CCCN(C3CCN(CC4CC4)C3=O)CC2)cc1Cl (configuration not stated)	0.1	1.5
O=C1C(=Cc2ccccc2)Oc2cc(O)ccc21	-4.6	-4.2
O=C(CC(NCCC1=CCCCC1)C(=O)O)Nc1ccc2ccccc2c1 (configuration not stated)	-1.0	1.2
Cc1cc(C(=O)N2CCC(C(=O)O)CC2)c(C(F)(F)F)o1	-9.7	.
CSCC(C)(O)CNC(=O)CC1CCCC1 (configuration not stated)	-7.5	-2.5
COc1cc(/C=C2/C(=O)N(c3ccc(Cl)c(Cl)c3)N=C2C)ccc1OCC(=O)O	-7.4	51.0*
Cc1nn(C)c(C)c1CNC(=O)C1CN(C(=O)c2ccccc2)CC12CCCCC2 (configuration not stated)	0.7	2.6
CCC(=O)N1CCc2ccccc2C1C(=O)NC(C)C (configuration not stated)	-1.5	5.4

A run of entries from the list above, as a working copy:
SMILES	Pf apPOL inh	mHTT CaM bind
N#Cc1ccc(C(=O)N2CCC(COc3ccc(C(=O)N4CCCC4)cc3)CC2)cc1	-1.8	3.6
CSc1cccc(NC(=O)C(=O)Nc2ccc3c(c2)OCO3)c1	-8.5	-4.6
Cc1ccccc1N1CC(C(=O)Nc2ccc(F)cc2)CC1=O (configuration not stated)	1.5&0.0	-0.8&1.0
CC(C)(C)OC(=O)N1CCCC(C(=O)Nc2ccc(C(=O)NCCc3ccccc3)cc2)C1 (configuration not stated)	-2.1	3.5
CCS(=O)(=O)N1CCC(n2cnc3ccc(F)cc3c2=O)CC1	0.6	-4.5
Cc1cc2n(CCN3CCOCC3)c3ccccc3n2n1	-4.1	1.6
O=C(CC(c1ccccc1)c1ccccc1)NCc1cccs1	0.6	-7.5
Cc1ccc(-c2c(C(=O)NCC3CCCO3)nc3ccccn23)cc1 (configuration not stated)	-2.4	-11.0
COc1ccc(N2CCN(C(=O)C3CCCN(c4nnc5ccccn45)C3)CC2)cc1 (configuration not stated)	-6.7	12.4
COC(=O)COc1ccc2c(C)c(-c3ccc(OC)cc3OC)c(=O)oc2c1	-7.5	3.7
N#Cc1cccc(S(=O)(=O)N2CCC3(C2)C(=O)Nc2ccccc23)c1 (configuration not stated)	-3.1	1.3
COc1cc2c(c(OC)c1OC)-c1ccc(OC)c(=O)cc1[C@@H](NC(C)=O)CC2	-5.7	.
CNC(=O)N1CCCC(c2cccc(C(=O)N3CCN(c4ccc(Cl)cc4)CC3)c2)C1 (configuration not stated)	-4.2	40.7
COc1cc(CNc2ccc(F)cc2)ccc1OCc1ccccc1	-5.5	55.7*
Cc1ccnc(NC(=O)CCNC(=O)Cn2ccc3ccccc3c2=O)c1	-7.3	3.0
Cc1nn2c(=O)/c(=C/c3ccc(OCc4ccccc4)cc3)sc2nc1=O	5.1	2.0
CCOc1cccc2c1OC(c1ccc(OC)c(OC)c1)N1N=C(c3ccco3)CC21 (configuration not stated)	-19.3	45.0
COc1ccc(C(=O)Nc2ccccc2F)cc1Br	-0.9	-7.4
COc1ccc(NC(=O)N2CCCN(C3CCN(CC4CC4)C3=O)CC2)cc1Cl (configuration not stated)	0.1	1.5
O=C1C(=Cc2ccccc2)Oc2cc(O)ccc21	-4.6	-4.2
O=C(CC(NCCC1=CCCCC1)C(=O)O)Nc1ccc2ccccc2c1 (configuration not stated)	-1.0	1.2
Cc1cc(C(=O)N2CCC(C(=O)O)CC2)c(C(F)(F)F)o1	-9.7	.
CSCC(C)(O)CNC(=O)CC1CCCC1 (configuration not stated)	-7.5	-2.5
COc1cc(/C=C2/C(=O)N(c3ccc(Cl)c(Cl)c3)N=C2C)ccc1OCC(=O)O	-7.4	51.0*
Cc1nn(C)c(C)c1CNC(=O)C1CN(C(=O)c2ccccc2)CC12CCCCC2 (configuration not stated)	0.7	2.6
CCC(=O)N1CCc2ccccc2C1C(=O)NC(C)C (configuration not stated)	-1.5	5.4

The list goes on:
SMILES	Pf apPOL inh	mHTT CaM bind
O=C(O)c1cc(=O)c(OCc2ccccc2)co1	-0.3	0.4
COc1cc(C(=O)N2C(=S)C(c3ccccc3)=NC23CCC(C)CC3)cc(OC)c1OC (configuration not stated)	-5.8	47.4
CC(C)c1ccc(/C=c2\sc3nc(-c4ccncc4)nn3c2=O)cc1	-23.2	9.0
Nc1ccc([N+](=O)[O-])cc1C(=O)NNC(=O)c1ccco1	68.3*	.
CCOC(=O)c1sc(SC(C)C)c2c1-c1ccccc1N(C)S2(=O)=O	-4.3&-2.1	.
O=C(NCCCN1CCN(C2CCCCC2)CC1)c1csc2c1CCCC2	-1.5	-3.8
O=C(c1cc2ccccc2s1)N1CCCN(c2nc3ccc(Cl)cc3s2)CC1	7.3	.
Cc1cc(=O)oc(C)c1C(=O)O	5.2	-6.8&-0.5
Cc1nn(-c2ccc(Cl)cc2)c(C)c1C(=O)NCC(C)C	-2.7	9.5
COc1cc2c(cc1OC)C(COc1ccc(F)cc1)N(C(=O)c1ccccc1F)CC2 (configuration not stated)	-7.3	67.0*
O=C1CSC(c2ccccc2)N1c1ccc(Cl)c([N+](=O)[O-])c1 (configuration not stated)	42.5	13.0
COc1ccc(C2=NN3C(C2)c2cccc(OC)c2OC32CCCCC2)cc1 (configuration not stated)	-20.5	50.0
OC1CCN(c2ccccn2)CC1	-2.6	-4.0
c1cncc(-c2noc(Cc3cccs3)n2)c1	-5.8	-4.7
Cn1c(=O)oc2cc(-c3noc(CCc4ccccc4)n3)ccc21	-1.5	-7.8
O=C(NC1CC1)C1CCN(c2ncccc2-c2nc(-c3ccccc3)no2)CC1	-0.5	-4.8
CSC1=NSC2=NC(=O)/C(=C\c3cccnc3)C(=N)N12	-2.2	23.0
CCOc1ccc(S(=O)(=O)N=C(Nc2ccccn2)c2ccccc2)cc1	2.0	4.0
Cc1ccc(NC(=O)N2CCCCCC2)cc1	-8.5	0.9
Cc1ccc(C(=O)NN2C(=O)C3C4C=CC(C5CC45)C3C2=O)cc1 (configuration not stated)	-22.2	-5.0
O=C(NCCNc1ccccc1[N+](=O)[O-])c1cc(F)c(F)cc1Cl	-2.6	1.9
CCCC1N=C(c2ccc(Cl)cc2)CC(c2cccc(OC)c2O)N1 (configuration not stated)	-4.3	52.0*

Only part of the results is shown; rates above refer to the full screens.
